NR2E3 ag-1 = activates human photoreceptor nuclear receptor NR2E3 | inhibition of corepressor binding, % at 4.78 µM | GST-NR2E3/biotin-RetCOR TR-FRET, 1536-well | actives 0.12% (n = 320,000) | AID 2300 | Q9Y5X4;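 active = percent inhibition above the cutoff of mean plus 3 SD of all tested compounds, set per screening campaign, cut at about 20% in these data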;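 also: 0% = DMSO wells and 100% = biotin wells as full block of FRET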
Target sequence (Q9Y5X4 whole entry, looked up): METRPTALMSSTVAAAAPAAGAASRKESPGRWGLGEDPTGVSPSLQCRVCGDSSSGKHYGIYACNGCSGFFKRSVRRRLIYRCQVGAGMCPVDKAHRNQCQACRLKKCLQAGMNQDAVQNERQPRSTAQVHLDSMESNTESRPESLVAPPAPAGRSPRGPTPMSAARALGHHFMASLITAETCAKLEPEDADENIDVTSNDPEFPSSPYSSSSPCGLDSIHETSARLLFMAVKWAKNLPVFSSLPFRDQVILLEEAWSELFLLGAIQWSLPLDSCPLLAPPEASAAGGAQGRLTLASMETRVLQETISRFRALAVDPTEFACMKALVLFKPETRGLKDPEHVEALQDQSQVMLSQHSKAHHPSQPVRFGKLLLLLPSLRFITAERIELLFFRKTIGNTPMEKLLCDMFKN
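Test system – NR2E3–RetCOR corepressor complex · Quantity – NR2E3 fusion 1.35 nM · Buffer or medium – Tris pH 7.5 · Incubation – Compound–protein incubation for 5 h at 4 °C · Technique – TR-FRET, Eu(K)-anti-GST donor, streptavidin-D2 acceptor, ex 340, em 617/671 nm · Evaluation – percent inhibition of 671/617 nm emission ratio versus biotin and DMSO controls · Plate – 1536-well format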
NR2E3 ag-2 = activates human NR2E3 receptor. AID 602229. Q9Y5X4. CHO-S Gal4-NCOR/VP16-NR2E3 two-hybrid, luciferase. actives 0.35% (n = 360,000). inhibition of corepressor binding, % at 3.98 µM;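 active = inhibition above the mean of all tested compounds plus 3 SD, cut at about 70% in these data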;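 also: 0% = DMSO with NR2E3 transfected cells and 100% = cells lacking NR2E3 construct; higher means lower luciferase signal from less NR2E3 corepressor binding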
CaV13 FRET inh = Primary screen for inhibitors of IQ motif and Ca2+-dependent inactivation inhibitor domain binding in CACNA1D, Förster resonance energy transfer in living cells, …. HEK cells, CFP/YFP FRET ICDI-IQ, plate reader, 10 min; percent FRET-ratio fall versus neutral wells. inhibition, % at 12.3 µM. actives 0.098% (n = 340,000);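 active = mean replicate inhibition of at least 30% and at least 1% of replicates passing that level; inconclusive = only one of the two criteria is met; inactive = neither criterion is met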;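 also: 0% = median of the neutral control wells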
aDG glyco up = alpha-DG glycosylation activation; Pro5-aDG cells, alpha-DG glycosylation AlphaScreen (IIH6); 0% Pro5, 100% B10-LARGE cell signal; activation, % at 10 µM; actives 0.22% (n = 360,000);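 active = activation of at least 8% versus controls, or a plate z-score of at least 8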;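 also: Pro5 are CHO cells carrying HIG-tagged alpha-DG that lacks glycosylation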
HIF-2a inh = inhibitors of HIF-2a; 786-0 RCC cells HIF-2a reporter, luciferase luminescence, overnight; inhibition, % at 18.8 µM; actives 0.72% (n = 360,000);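 active = inhibition of the luminescence signal of 40% or more relative to plate controls, in a single-dose primary screen at 18.75 µM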
MITF TRPM1 inh = reduces MITF-dependent TRPM1 promoter luciferase signal | AID 488899 | SK-MEL-5 TRPM1 promoter luciferase, 24 h | actives 0.83% (n = 330,000) | inhibition, % at 12.5 µM;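 active = mean inhibition across replicates of 60% or more, whatever share of single replicates reaches that level; inconclusive = some that reach 60%, reason not given; inactive = mean inhibition across replicates below 60%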; also: values of inactives mirror those of a sister screen read the other way
Granule exo inh = lytic granule exocytosis inhibition. TALL-104 LAMP-1 surface exposure, flow cytometry; cells stimulated with thapsigargin and PMA. actives 0.66% (n = 360,000). inhibition, % at 10 µM;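 active = inhibition above about 55%, limit read from the data; inconclusive = no clear call, values can overlap the other calls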
Peg3 prom inh = inhibitors of Peg3 promoter; AID 588405; HeLa PEG-Prom luciferase reporter, luminescence, overnight; inhibition, % at 20 µM; actives 1.7% (n = 360,000);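 active = inhibition of at least 50% at 20 µM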
Vif imaging = HIV Vif inhibition | inhibition, % at 7.49 µM | actives 0.35% (n = 340,000) | AID 602346 | HEK293T cells, Vif self-association by quenched fluorescence, imaging, 24 h; in the data active = inhibition above about 50%, passing the limit was not always enough; inconclusive = no clear call, values can overlap the other calls; inactive = below about 31%; also: some results filed as inactive read as strong as hits
PDI turbidity = blocks human protein disulfide isomerase activity. P07237. PDI insulin aggregation turbidity, A650, 90 min. inhibition, % at 10 µM. actives 0.052% (n = 350,000). AID 588391;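 active = mean inhibition across replicates of 30% or more, whatever share of single replicates reach that level; inconclusive = mean inhibition below 30% while every single replicate reaches 30%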;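 also: absorbance from insulin aggregation driven by PDI reduction with DTT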
Target sequence (P07237 whole entry, looked up): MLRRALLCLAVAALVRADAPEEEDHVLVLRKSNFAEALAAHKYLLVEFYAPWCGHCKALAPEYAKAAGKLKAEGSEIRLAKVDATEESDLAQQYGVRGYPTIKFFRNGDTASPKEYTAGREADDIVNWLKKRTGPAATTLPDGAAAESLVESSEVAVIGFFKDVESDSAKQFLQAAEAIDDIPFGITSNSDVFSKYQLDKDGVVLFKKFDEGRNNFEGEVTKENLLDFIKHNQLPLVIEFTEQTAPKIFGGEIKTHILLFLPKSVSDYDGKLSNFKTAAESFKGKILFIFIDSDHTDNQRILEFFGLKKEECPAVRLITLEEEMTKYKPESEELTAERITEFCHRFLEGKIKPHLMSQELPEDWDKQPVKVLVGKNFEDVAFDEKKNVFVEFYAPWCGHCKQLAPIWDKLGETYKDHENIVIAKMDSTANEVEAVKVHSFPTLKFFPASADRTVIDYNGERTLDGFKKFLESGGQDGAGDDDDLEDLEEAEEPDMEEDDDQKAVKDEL
hiPSC survival = enhancers of human iPSC single-cell survival | hiPSC single-cell survival, ATPlite luminescence; 100% = ROCK inhibitor wells, 0% = DMSO | survival enhancement, % at 20 µM | actives 0.044% (n = 360,000) | AID 602274; in the data active = survival enhancement above about 18%;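 also: cells exposed to compounds for 16 hours before the ATP read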
Numbers without * were called inactive; u = inconclusive; x = not tested or not shown.

SMILES	NR2E3 ag-1	NR2E3 ag-2	CaV13 FRET inh	aDG glyco up	HIF-2a inh	MITF TRPM1 inh	Granule exo inh	Peg3 prom inh	Vif imaging	PDI turbidity	hiPSC survival
CCN(CC)c1ccc([N+](=O)[O-])cc1/C=N/NC(=O)CC#N	2	-6	-3	0.2	-6	-6	0	15	1	11	0.4
O=C(NCCC1CCCCN1S(=O)(=O)c1ccccc1)C(=O)NCc1ccccc1 (stereo unspecified)	5	-11	-6	0.2	19	12	-1	4	3	7	0.4
c1ccc2cc(CCO[C@H]3CCCCO3)ncc2c1	x	-113	-6	-0.3	-62	-16	-12	-96	-6	-2	1.9
O=c1c(Cc2ccc(F)cc2)c(O)ccn1CCc1cnc[nH]1	-2	-9	-11	-0.2	6	x	-5	-3	-1	5	1.3
COc1ccc(Cc2nc3ccc(S(=O)(=O)N4CCOCC4)cc3[nH]2)cc1OC	1	1	-5	0.4	9	10	-3	8	-10	8	0.2
CCOC(=O)Cc1csc(SC(C)C(=O)NC2CCCCC2C)n1 (stereo unspecified)	0	-21	-16	-0.2	15	-11	0	16	5	1	-0.6
CC1CCCCC1NC(=O)CCc1nc2sc3c(c2c(=O)[nH]1)CCCC3 (stereo unspecified)	0	1	-6	0.3	10	6	0	9	0	-1	0.1
CC1(C)CC(NC(=S)Nc2ccc(S(N)(=O)=O)cc2)CC(C)(C)N1	4	24	-5	-0.2	11	-6	-3	0	-4	-4	-1.5
CCOC(OCC)c1nc(N)[nH]c(=O)c1CCCCc1ccccc1	x	-12	-5	0.1	13	0	0	8	-7	-6	-2.3
O=C(CN1C(=O)c2cccc3cccc1c23)N1CCN(Cc2ccc3c(c2)OCO3)CC1	-4	13	-3	-0.1	17	6	-2	12	-21	-4	2.3
O=C(NN1c2ccccc2CCc2ccccc21)c1ccccc1Br	3	-8	-4	0.3	19	16	-2	7	5	10	0.0
CCOC(=O)N1CCC(N2C(=O)c3ccccc3C2Nc2ccc3c(c2)OCCO3)CC1 (stereo unspecified)	3	29	-2	0.4	23	71*	3	14	7	x	-0.2
CCOC(=O)Nc1ccc(S(=O)(=O)Nc2cc(C)nc(C)n2)cc1	3	31	-6	0.2	18	4	-2	24	1	8	-2.2
Cc1onc(-c2ccc(Cl)cc2Cl)c1C(=O)/C=C/N(C)C	4	-14	-21	0.0	11	-5	0	14	-1	-3	-0.2
NC(=O)c1cnn(-c2cc(Oc3ccccc3)ncn2)c1N	2	-140	-2	-0.2	-223	-86	-2	-258	4	-4	-0.6
O=C(CSc1nccc(-c2ccc(Br)cc2)n1)NCCc1ccccc1	2	-7	-6	0.2	-36	11	-1	3	-1	-6	-3.4
COc1ccc(NC(=O)C2C3C=CC(O3)C2C(=O)O)cc1 (stereo unspecified)	1	-1	-3	0.2	18	-6	-1	9	-1	-1	-0.4
COCCCNC(=O)C[C@H]1C[C@H](C(=O)N2CCOCC2)[C@@]2(CCC3CCCC3)c3[nH]c4ccc(Cl)cc4c3CCN2C1=O	x	-37	-6	0.1	-12	15	2	14	x	-6	-0.3
COCCNC(=O)C(c1ccncc1)N(C(=O)c1sc(C)nc1C)c1cccc(C)c1 (stereo unspecified)	3	8	-6	0.0	-8	x	-3	-16	5	-5	0.5
Cc1ccc(C(=O)N/N=C/C=C/c2ccccc2)o1	-5	-28	-3	-0.1	-78	-11	-1	-90	x	2	2.1
COc1ccc(NC(=O)CS(=O)(=O)c2ccccc2Cl)cc1	8	-20	-21	0.6	-48	-4	-8	-34	-8	-5	0.1
O=C(Nn1c(SCc2ccc(F)cc2)nc2ccsc2c1=O)c1ccccc1	5	-28	-4	-0.3	-20	1	0	5	-3	5	-0.8
Cc1ccc(CNC(=O)C(=O)NCC2OCCN2C(=O)c2ccc3c(c2)OCO3)cc1 (stereo unspecified)	2	-26	-3	-0.2	9	3	-2	3	-2	-1	0.3
COC(=O)c1ccccc1NC(=O)CN(C)S(=O)(=O)c1ccc(OC)cc1	0	-6	x	0.1	3	7	5	22	-3	-7	3.3
CCOc1cc(C(=S)N2CCOCC2)ccc1OS(=O)(=O)c1ccc(C)cc1	1	-3	1	0.0	-8	6	10	-13	1	-2	-0.4
COc1ccc(C(=O)N=c2sccn2C)cc1	-2	-59	-6	-0.1	-236	-56	-4	-194	0	2	-0.1
O=C(NCc1nc2ccccc2[nH]1)C1=C[C@H](C2CCCCC2)C[C@H](OCCCCO)O1	3	6	-4	0.1	18	19	-3	17	-14	3	-4.0
CCOC(=O)c1sc(NC(=O)c2ccc(S(=O)(=O)N3CCOCC3)cc2)nc1-c1ccccc1	1	5	5	-0.1	21	14	4	16	0	-13	3.3
CCCn1c2ccc(F)cc2c2nnc(SCCN3CCCCC3)nc21	-2	-4	-20	-0.3	28	-11	17	17	-3	-6	0.4
CCCCN(C(=O)NC(=O)Nc1cccc(C)c1C)S(C)(=O)=O	0	7	-8	0.0	-7	-9	2	-13	x	0	3.2
CC(C)(C)c1ccc(NC(=O)c2ccsc2)cc1	-1	-78	-3	0.2	-185	x	-2	-220	-4	13	-0.7
COc1ccc(CNC(=O)CSc2nnc3nc(C)cc(C)n23)cc1OC	1	-29	-21	-0.3	10	2	1	2	19	-1	0.5
COCCNC(=O)/C=C/c1c(Cl)cccc1Cl	3	-13	-3	-0.1	-9	-7	-4	1	-2	-21	-1.2
CCCC(=O)Nc1cccc2c1CCCC2	1	-25	x	-0.2	14	-6	-1	13	-1	8	-0.3
CC(=O)Oc1ccccc1N(C(C)=O)S(=O)(=O)c1ccc2ccccc2c1	1	-43	-4	-0.4	-16	3	-7	-17	-3	1	0.3
Cn1c(=O)n(Cc2ccccc2F)c(=O)c2c1nc1n2CCN1Cc1ccco1	4	-1	-19	0.1	23	4	0	9	25	-3	0.6
CC1(C)Cc2c(c(=S)nc(-c3ccccc3)n2CCOCCO)CO1	-1	0	x	0.0	-3	-7	-1	5	-1	-5	5.5
COC(=O)c1ccc(CCc2cc(O)c(Br)cc2O)cc1	x	-13	-6	0.5	24	-3	98*	-18	42	-4	2.2
CC(=O)N1CCN=C1SCc1ccccc1Cl	2	-23	-4	-0.2	-4	-14	-4	6	7	-6	0.2
CC(=O)Nc1ccc2[nH]c(C)c(CC=C(Cl)Cl)c(=O)c2c1	5	-14	x	-0.2	7	8	-5	9	-3	-2	12
Cc1ccccc1-c1noc(CCC(=O)NCc2ccco2)n1	0	0	4	0.1	0	7	-2	5	-3	1	2.3
CSc1ccc(Cl)c(C(=O)NCc2ccco2)c1	1	15	-5	0.2	-7	-4	3	-11	x	9	-2.0
Cc1ccc(NC(=O)Cc2noc3ccccc23)nc1	2	-18	-4	-0.2	-99	-25	-3	-60	-1	17	-0.5
O=[N+]([O-])c1ccc(S(=O)(=O)NN=Cc2ccc(Cl)c(Cl)c2)cc1	x	-26	-7	0.3	-14	10	-1	42	1	13	-3.1
CN(C)CCN(C)Cc1c2ccccc2c(CN(C)CCN(C)C)c2ccccc12	-2	15	-5	0.0	-7	-30	u	-46	-4	-3	-0.2
Cc1cccc(C)c1-n1nnnc1C1(C)CCC(=O)N1CCOc1ccccc1 (stereo unspecified)	x	0	-10	-0.1	-10	x	0	x	x	x	-0.6
CCC(C)(C)NC(=O)C(c1cccc(OC)c1OC)N(Cc1ccccc1)C(=O)CCC(=O)Nc1cc(C)on1 (stereo unspecified)	-4	-4	-20	0.1	14	13	-4	8	0	-6	0.6
COc1ccc(N2CC(NS(=O)(=O)c3cccs3)CC2=O)cc1 (stereo unspecified)	0	14	-5	0.1	5	0	-1	-6	-10	9	2.4
Cc1cc(Nc2ccc3c(c2)OCCO3)c2cccc(C)c2n1	-4	-21	-5	0.9	8	-6	0	-33	1	-3	2.5
CCC(=O)n1nc(-c2cccnc2)nc1NCc1ccc(OC)cc1	3	11	x	-0.3	-11	-3	0	-14	8	-6	0.1
Clc1ccc(C=NC23CN4CN(CN(C4)C2)C3)cc1	-1	-9	-6	0.3	4	4	2	14	-6	-2	-1.7
CCN1CCN(c2nc3c(c(=O)[nH]c(=O)n3C)n2Cc2cccc(C)c2)CC1	x	-3	-4	-0.2	5	x	7	1	5	1	6.2
Cc1ccccc1Cn1cc(NC(=O)c2nn(C)cc2Cl)cn1	2	9	-3	0.1	-29	-22	2	-35	-14	4	-1.0
Cc1cccc(N2C(=O)C(Oc3ccc(Cl)cc3Cl)C2C(=O)O)c1C (stereo unspecified)	-2	8	-5	0.0	27	-7	-1	7	3	11	0.2
CCOCCCNC(=S)N1C2CCC1CC(NC(=O)NC1CCCCC1)C2 (stereo unspecified)	-4	11	-8	-0.3	10	-1	0	-7	-11	1	1.7
Cc1c(C(=O)N2CCN(CCc3ccccn3)CC2)oc2ccc(F)cc12	4	17	-5	-0.3	21	-12	-7	5	-7	-3	0.1
Cc1ccc(-c2c(C#N)c(N)nc3c2CCCCCC3)o1	1	-18	-5	0.0	14	6	0	5	-7	2	0.2
O=C(C1CCN(Cc2ccc(F)cc2)CC1)N(CCO)Cc1ccccc1	4	-5	-4	-0.1	19	9	6	10	-15	-6	1.2
COc1ccc(C(CCN2CCCC(C)C2)c2c(OC)cc(OC)c3c2OC(=O)CC3c2cc(OC)c(OC)c(OC)c2)cc1 (stereo unspecified)	-2	2	x	0.5	1	9	-4	-14	-4	4	-3.7
O=C(NC1CC1)C1CCN(c2ccc(S(=O)(=O)N3CCOCC3)cc2Cl)CC1	1	-3	-5	0.1	-12	0	-2	4	2	2	-2.5

(more compounds)
SMILES	NR2E3 ag-1	NR2E3 ag-2	CaV13 FRET inh	aDG glyco up	HIF-2a inh	MITF TRPM1 inh	Granule exo inh	Peg3 prom inh	Vif imaging	PDI turbidity	hiPSC survival
O=C(CSc1cccc2cccnc12)Nc1ccccc1F	4	-2	-19	0.1	-63	-13	-6	-32	-1	0	-0.8
COc1ccc([C@@H]2C[C@@H](c3ccccc3)Oc3cc(OC)c(OC)c(OC)c32)cc1	x	-22	-6	0.2	16	10	-1	10	-1	-7	-0.6
COc1ccc(OCCn2c(NC(=O)c3ccco3)nc3ccccc32)cc1	2	-8	x	0.1	-9	1	0	-28	-5	-14	1.0
Clc1ccc(CSc2nnc(/C=C/c3ccccc3)o2)cc1	-3	-2	-8	0.7	-21	-1	-2	-10	x	4	-1.0
Cc1ccc2c(c1)CCCO[C@]21O[C@H](CCO)C[C@H](O)[C@H]1O	x	-16	-12	0.4	10	x	-3	0	0	x	-0.7
COc1ccc(NC(=O)CNCCC2=CCCCC2)cc1	0	-7	-12	0.7	-29	-13	-4	-7	0	11	-2.7

Screening results (PubChem BioAssay)
